NPYLR7 ag = agonists of mosquito NPYLR7 receptor, primary screen, cell-based, Aedes aegypti, calcium fluorescence, mosquito biting behavior | AID 1259423, 2018 | activation, % at 10 µM | hit rate 0.15% among 270,000 | Aedes aegypti neuropeptide Y-like receptor 7 (NPYLR7) | HEK293T NPYLR7/Galpha15, GCaMP6s calcium fluorescence; in the data active = activation above about 40%;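 note: 0% = vehicle and 100% = reference agonist at the receptor; some compounds past the cut are filed as inactive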
mcGAS inh = cyclic GMP-AMP synthase inhibitors, mouse, primary biochemical chemiluminescence; Q8C6L5; recombinant cGAS, Kinase-Glo ATP depletion luminescence; inhibition, % at 12.5 µM; hit rate 0.15% among 160,000; AID 1259399, 2018;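 note: 0% = negative control wells and 100% = reference inhibitor with no enzyme activity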
hcGAS lum = Primary biochemical luminescence assay for human cyclic GMP-AMP synthase inhibitors; Q8N884; recombinant h-cGAS, ATP depletion, Kinase-Glo luminescence; inhibition, % at 12.5 µM; hit rate 0.081% among 290,000; AID 1259398, 2018;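 note: 0% = vehicle reaction and 100% = reaction without DNA for no activity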
Target sequence (Q8N884 whole entry, looked up): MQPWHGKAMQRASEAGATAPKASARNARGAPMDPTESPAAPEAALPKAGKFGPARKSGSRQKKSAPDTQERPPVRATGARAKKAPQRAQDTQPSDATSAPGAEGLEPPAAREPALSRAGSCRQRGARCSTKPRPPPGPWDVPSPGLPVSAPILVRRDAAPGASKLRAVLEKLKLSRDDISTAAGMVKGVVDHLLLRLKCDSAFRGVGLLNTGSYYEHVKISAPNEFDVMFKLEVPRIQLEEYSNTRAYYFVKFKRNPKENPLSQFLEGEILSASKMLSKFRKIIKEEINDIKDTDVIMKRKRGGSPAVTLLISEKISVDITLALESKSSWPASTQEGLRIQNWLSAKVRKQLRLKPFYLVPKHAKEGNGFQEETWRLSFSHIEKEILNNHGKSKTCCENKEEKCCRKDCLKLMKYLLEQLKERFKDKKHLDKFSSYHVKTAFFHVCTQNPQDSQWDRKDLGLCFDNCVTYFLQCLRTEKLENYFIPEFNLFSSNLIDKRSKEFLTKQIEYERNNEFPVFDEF
Numbers without * were called inactive; & = joins results of further samples. Cut-off read from the data, not from the text of the source, unless noted: active = inhibition above about 40%; inactive = the rest. Rows were taken by chance; 0.29% or so of the library scored in one or more.

How did CC(C)COC(=O)N1CC(=O)N(C2Cc3ccccc3C2)CC(O)C1 (centres undefined) do in these assays?
NPYLR7 ag: 8.0; mcGAS inh: 2.4; hcGAS lum: 6.8

What do the screens show for `CCc1nc2n(n1)C(=O)C(C(c1ccc(OC)c(OC)c1)N1CCN(CC)CC1)S2` (centres undefined)?
NPYLR7 ag: -1.6; mcGAS inh: -6.3; hcGAS lum: -7.0

How did Cc1cn2c3c(=O)n(CCN4CCCCC4)c(=O)n(C)c3nc2n1-c1ccccc1 do in these assays?
NPYLR7 ag: 7.7; hcGAS lum: -8.3

What do the screens show for `O=c1ccc(-c2ccc(Cl)cc2)nn1CCCNS(=O)(=O)c1cccnc1`?
NPYLR7 ag: -0.3; hcGAS lum: -2.9

Results for O=C(NCc1cccnc1)c1nn(-c2ccc(Cl)cc2)c(=O)n(Cc2cccc(Cl)c2)c1=O ?
NPYLR7 ag: 8.9; mcGAS inh: -3.8; hcGAS lum: -3.5

Results for CCCNC(=O)C1(C)CCCN(Cc2ccsc2)C1 (centres undefined) ?
NPYLR7 ag: -0.2; hcGAS lum: -9.6

Results for Cc1noc(COCC(=O)N2CC(C)C(N(C)C)C2)n1 (centres undefined) ?
NPYLR7 ag: -1.4; hcGAS lum: 4.2

Results for O=C(NCC1CCCO1)C1COC2(CCCCC2)N1C(=O)c1ccc(Cl)c(Cl)c1 (centres undefined) ?
NPYLR7 ag: 14.3; mcGAS inh: -5.0; hcGAS lum: -4.7

Results for CC(=O)N[C@H]1C[C@@H](CCn2nc(C)cc2C)O[C@@H](CCc2ccccc2)C1 ?
NPYLR7 ag: 13.9; hcGAS lum: -5.5

What do the screens show for `COc1cccc(Cn2cccc2CN(Cc2ccccc2)C(=O)CN(CC(C)C)C(=O)Nc2ccccc2C(F)(F)F)c1`?
NPYLR7 ag: -3.3; mcGAS inh: -6.2; hcGAS lum: -8.0

What do the screens show for `COCCCNC(=O)c1cc(NC(=O)Nc2cc(C(F)(F)F)cc(C(F)(F)F)c2)ccc1N(C)C`?
mcGAS inh: -2.6; hcGAS lum: -3.8

Results for O=C1OC(c2ccccc2F)=NC1=Cc1ccco1 ?
NPYLR7 ag: 12.2; mcGAS inh: -0.6; hcGAS lum: 2.8

How did CCOc1ccc2nc(N3CCCC(N4CCN(c5nonc5C)CC4)CC3)nc(C)c2c1 (centres undefined) do in these assays?
NPYLR7 ag: 5.5; mcGAS inh: -25.2; hcGAS lum: -5.8

How did O=C(C1CCCCC1)N1CCSC1c1ccc(F)cc1F (centres undefined) do in these assays?
NPYLR7 ag: 8.5; mcGAS inh: -3.1; hcGAS lum: -7.8

Results for CCCc1ccc(C2(C)NC(=O)N(CC(=O)Nc3ccc(S(=O)(=O)N(C)C)cc3)C2=O)cc1 (centres undefined) ?
NPYLR7 ag: 1.2; mcGAS inh: -8.1; hcGAS lum: -3.8

What do the screens show for `Cn1cc(S(=O)(=O)N2CC(C(=O)O)c3ccccc32)cc1C(N)=O` (centres undefined)?
NPYLR7 ag: 0.7; hcGAS lum: -6.9

Results for CCCc1[nH]ncc1C(=O)N1CCCC(c2[nH]ncc2-c2ccc(F)cc2)C1 (centres undefined) ?
mcGAS inh: -11.4; hcGAS lum: -12.2

Results for O=C(c1ccc(Cl)cc1)N1CCCC(OCc2ccc(Br)cc2)C1 (centres undefined) ?
NPYLR7 ag: -6.1; mcGAS inh: -6.0; hcGAS lum: -4.1

How did CCOc1ccc(NC(=O)CSc2nc3ccccc3[nH]2)cc1 do in these assays?
NPYLR7 ag: -3.7; mcGAS inh: -6.1; hcGAS lum: -8.3

Results for CC=CC(=O)OCC(=O)c1[nH]c(C)c(C(=O)OCC)c1C ?
NPYLR7 ag: 4.6; hcGAS lum: -7.6

What do the screens show for `Cc1cccn2c(=O)c3cc(C(=O)N4CCN(C)CC4)sc3nc12`?
NPYLR7 ag: 1.4; hcGAS lum: 1.3

How did Cc1cccc(N2CCN(Cc3nc(CC4CC4)no3)CC2)n1 do in these assays?
NPYLR7 ag: -5.3; mcGAS inh: 0.1; hcGAS lum: 6.2

Results for CCOc1ccccc1CN1CCN(CC2=Cc3cc(OC)ccc3OC2)CC1CCO (centres undefined) ?
NPYLR7 ag: 12.1; hcGAS lum: -1.7

What do the screens show for `CC(C)COc1ccccc1CN(C)C(=O)c1cn(C)c2ccccc2c1=O`?
NPYLR7 ag: 0.0; hcGAS lum: -5.9

Results for CC1CC(=NNc2nc3ccccc3s2)CC(C)(C)C1 (centres undefined) ?
NPYLR7 ag: 18.3; mcGAS inh: -8.2; hcGAS lum: -6.2

What do the screens show for `CC(C)N(CC(=O)N1CCc2sccc2C1c1ccc(Cl)cc1)C(=O)C(C)(C)CCl` (centres undefined)?
NPYLR7 ag: 0.9; mcGAS inh: -5.3; hcGAS lum: -3.7

What do the screens show for `Cc1ccc(CC(=O)NC2CCC(C)CC2)cc1C` (centres undefined)?
NPYLR7 ag: 2.2; mcGAS inh: -14.0; hcGAS lum: -3.2

Results for CCc1nc2ccc(C(=O)Nc3ccc(OC)c(OC)c3)cn2c1N(C)C(=O)c1cccc(OC)c1 ?
NPYLR7 ag: -3.0; mcGAS inh: 2.6; hcGAS lum: 0.4

Results for Cc1ccc2[nH]nc(C(=O)N(C)C3CCS(=O)CC3)c2c1 (centres undefined) ?
NPYLR7 ag: -2.7&1.0; mcGAS inh: -0.2; hcGAS lum: 0.5&-2.0

Results for COc1cc(C(=O)NC2CCOc3ccccc32)cc2c1OCCO2 (centres undefined) ?
NPYLR7 ag: -2.6; mcGAS inh: -7.6; hcGAS lum: -4.7

Results for CCOC(=O)c1coc(N2CCCC3(C2)C(=O)N(C)c2ccccc23)n1 (centres undefined) ?
NPYLR7 ag: 12.6; mcGAS inh: -15.0; hcGAS lum: -3.2

How did CC(Oc1ccc(Br)cc1)C(=O)N1CC=C(c2c[nH]c3ccccc23)CC1 (centres undefined) do in these assays?
NPYLR7 ag: 3.2; hcGAS lum: -3.6

Results for Cc1sc(NC(=O)CC(C)(C)CC(=O)Nc2sc(C)c(C)c2C(=O)O)c(C(=O)O)c1C ?
NPYLR7 ag: 0.3; hcGAS lum: -0.9

How did COCC1CCN(C(=O)CC2c3ccccc3CCc3ccccc32)C1 (centres undefined) do in these assays?
NPYLR7 ag: 2.0; hcGAS lum: -7.7

Results for O=C(NCC(c1cccc2ccccc12)N1CCOCC1)C(=O)Nc1ccon1 (centres undefined) ?
NPYLR7 ag: -0.1; hcGAS lum: 1.5

How did COc1cccc(NCCC(=O)Nc2ccc(F)cc2)c1 do in these assays?
NPYLR7 ag: -0.3; hcGAS lum: -2.2

How did COCCN1CCN(C(=O)c2cn(C)cc3c(=O)n(-c4ccccc4)nc2-3)CC1 do in these assays?
NPYLR7 ag: -3.2; mcGAS inh: -5.4; hcGAS lum: -6.2

How did Cc1nn(CCC(=O)N2CCC(N3CCCC3=O)CC2)c(C)c1C do in these assays?
NPYLR7 ag: 4.7; hcGAS lum: -6.6

How did CC(C)SC(NC(=O)OCc1ccccc1)C(=O)N1CCC(c2ccc(F)cc2)CC1 (centres undefined) do in these assays?
NPYLR7 ag: 14.3; mcGAS inh: -5.5; hcGAS lum: -3.7

How did CCCNC(=O)C1(C)CCCN(Cc2cccnc2)C1 (centres undefined) do in these assays?
NPYLR7 ag: 6.3; mcGAS inh: -2.5; hcGAS lum: -1.5

Results for COc1ccc(-c2ncccc2O)c2ccc(C)nc12 ?
NPYLR7 ag: 5.3; hcGAS lum: -3.4

How did Cc1nn2c(CN(C(=O)c3ccco3)c3ccccc3)nnc2c2ccccc12 do in these assays?
NPYLR7 ag: 6.1; hcGAS lum: -3.7

Results for COc1ccc(-n2ncc(C(C)NCc3ccc(-n4cccn4)cc3C)c2C)cc1 (centres undefined) ?
NPYLR7 ag: -3.8; mcGAS inh: -10.5; hcGAS lum: -8.6

Results for C(=Cc1ccccc1)CSc1nnc(-c2ccncc2)o1 ?
NPYLR7 ag: -4.7; hcGAS lum: -3.5

What do the screens show for `Cc1ccc(-n2c(SCc3ccc(C(=O)O)cc3)nnc2-c2ccncc2)cc1`?
NPYLR7 ag: -3.8; mcGAS inh: -5.1; hcGAS lum: -0.7

How did O=C1CCC(C(=O)NC(c2ccc(Br)cc2)C2CCC2)CN1 (centres undefined) do in these assays?
NPYLR7 ag: -6.0; mcGAS inh: -14.0; hcGAS lum: -8.9

Results for COc1ccc(C=C2SC(=O)N(CCNC(=O)CCl)C2=O)cc1OC ?
NPYLR7 ag: -7.7; mcGAS inh: -4.8; hcGAS lum: -2.1

Results for CC(C)(C)c1nn(-c2ccccc2)cc1C(=O)OCC1CCC(=O)N1 (centres undefined) ?
NPYLR7 ag: 2.8; hcGAS lum: -0.1

How did CN(CC(=O)N1CCOCC1)C(=O)CCl do in these assays?
NPYLR7 ag: -4.2; hcGAS lum: -5.5

How did CC(C)c1cc2c(=O)[nH]c(CNCc3ccccc3)nc2s1 do in these assays?
NPYLR7 ag: 19.2; hcGAS lum: 0.6

What do the screens show for `O=C(CCCn1nc(-c2ccc(Cl)cc2)ccc1=O)Nc1ccccc1C(F)(F)F`?
NPYLR7 ag: 1.5; mcGAS inh: -6.4; hcGAS lum: -2.9

How did COc1cccc(C(=O)Nc2ccc(S(=O)(=O)C(F)F)cc2)c1 do in these assays?
NPYLR7 ag: -6.3; hcGAS lum: -8.6

What do the screens show for `CC(=O)Nc1cncc(-c2cccc(C(=O)N(C)C)c2)n1`?
NPYLR7 ag: 0.0; hcGAS lum: -2.6

How did COc1cc(-c2ccnc(N3CCN(S(=O)(=O)c4cc(Cl)cc(Cl)c4)CC3)n2)cc(OC)c1OC do in these assays?
NPYLR7 ag: 10.4; mcGAS inh: -5.3; hcGAS lum: 0.4

Results for CCc1[nH]n(-c2ccc(F)cc2)c(=O)c1C1=C(N2CCOCC2)C(=O)N(CC(C)C)C1=O ?
NPYLR7 ag: 13.6; mcGAS inh: -5.4; hcGAS lum: -6.3

Results for CCC(=O)NC1CCCN(C(=O)CC2CCc3ccccc3C2)C1 (centres undefined) ?
NPYLR7 ag: -10.2&-0.9; hcGAS lum: 4.3&5.3

What do the screens show for `COc1ccc(NC(=O)c2cc3cc(Br)ccc3oc2=O)c(OC)c1`?
NPYLR7 ag: -5.7; mcGAS inh: -7.0; hcGAS lum: -4.8

Results for COc1ccc(C(C)=O)cc1CC1(C)C(=O)Nc2ccc(OC(F)(F)F)cc21 (centres undefined) ?
NPYLR7 ag: 0.0; mcGAS inh: -2.1; hcGAS lum: -1.4

How did CCn1nnc2c(N(CCOC)CCOC)ncnc21 do in these assays?
NPYLR7 ag: 8.5; hcGAS lum: -10.5

How did CCCCCCCC(=O)NCc1cccc(-c2ncc(-c3cccc(OC)c3)[nH]2)c1 do in these assays?
NPYLR7 ag: 4.5; mcGAS inh: -4.2; hcGAS lum: -3.1

How did CCN(CC1CCN(CCc2ccccc2C)CC1)C(=O)CC1CCCC1 do in these assays?
NPYLR7 ag: 14.8; mcGAS inh: -9.2; hcGAS lum: -8.4

What do the screens show for `Cc1ccsc1CN(C)C(=O)c1cccs1`?
NPYLR7 ag: 4.3; hcGAS lum: -0.2

What do the screens show for `CC(C)(C)OC(=O)N1C(=O)c2cnc(N)nc2C[C@H]1Cc1ccccc1`?
NPYLR7 ag: 6.4; hcGAS lum: -0.6

How did CC1(Cc2ccc(Cl)c(Cl)c2)C(=O)Nc2ccc(-c3ccsc3)cc21 (centres undefined) do in these assays?
NPYLR7 ag: 2.2; mcGAS inh: -2.5; hcGAS lum: -1.3

What do the screens show for `COCCCN(CCC(=O)NCCc1ccccn1)C(=O)c1ccoc1`?
NPYLR7 ag: 5.4; hcGAS lum: -6.6

What do the screens show for `CC(C)c1nc(CNC(=O)c2ccc(CC3CCCNC3)cc2)cs1` (centres undefined)?
NPYLR7 ag: 5.2; mcGAS inh: -17.2; hcGAS lum: -0.7

How did Cc1ccc(S(=O)(=O)N2CCN(Cc3cc(F)cc4c3OCOC4)CC2)cc1 do in these assays?
NPYLR7 ag: 1.5; mcGAS inh: -0.2; hcGAS lum: 4.8

What do the screens show for `CN1C[C@@H]2CCCN3CCC[C@@H]([C@H]23)[C@H]1CCCC(=O)NC1CCS(=O)(=O)C1` (some centres undefined)?
mcGAS inh: -5.5; hcGAS lum: -10.0

What do the screens show for `COc1ccc(/C=C/CN2CCCC(OCc3ccccn3)C2)cc1` (centres undefined)?
NPYLR7 ag: -5.1; hcGAS lum: -1.3

Retrieved one by one from above, seven records:
What do the screens show for `CC(C)(C)OC(=O)N1C(=O)c2cnc(N)nc2C[C@H]1Cc1ccccc1`?
NPYLR7 ag: 6.4; hcGAS lum: -0.6

What do the screens show for `COCCCN(CCC(=O)NCCc1ccccn1)C(=O)c1ccoc1`?
NPYLR7 ag: 5.4; hcGAS lum: -6.6

What do the screens show for `Cc1ccsc1CN(C)C(=O)c1cccs1`?
NPYLR7 ag: 4.3; hcGAS lum: -0.2

How did CCN(CC1CCN(CCc2ccccc2C)CC1)C(=O)CC1CCCC1 do in these assays?
NPYLR7 ag: 14.8; mcGAS inh: -9.2; hcGAS lum: -8.4

How did Cc1ccc(S(=O)(=O)N2CCN(Cc3cc(F)cc4c3OCOC4)CC2)cc1 do in these assays?
NPYLR7 ag: 1.5; mcGAS inh: -0.2; hcGAS lum: 4.8

How did CC1(Cc2ccc(Cl)c(Cl)c2)C(=O)Nc2ccc(-c3ccsc3)cc21 (centres undefined) do in these assays?
NPYLR7 ag: 2.2; mcGAS inh: -2.5; hcGAS lum: -1.3

What do the screens show for `CC(C)c1nc(CNC(=O)c2ccc(CC3CCCNC3)cc2)cs1` (centres undefined)?
NPYLR7 ag: 5.2; mcGAS inh: -17.2; hcGAS lum: -0.7

Compound activity: PubChem BioAssay, Fisher Drug Discovery Resource Center
